RGS4-Gao reg – human RGS4-Galphao interaction regulation. 0.33% of 220,000 active. AID 1415. binding response (% of control), % at 10 µM. Multiplexed bead flow cytometry, RGS4-Galphao binding; actives lie on both sides. P09471; in the data active = binding response below about 49% or above about 150%; inactive = in between;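 note: fluorescent Galphao activated with aluminum fluoride binding bead-coupled RGS4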
RGS8-Gao reg – modulates binding of RGS8 to human Galphao; 0.34% of 220,000 active; response (percent of control binding), % at 10 µM; multiplexed bead flow cytometry; actives lie on both sides; P09471; in the data active = response below about 60% or above about 140%; inactive = in between;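 note: Galphao activated as the GDP aluminium fluoride complex binding bead-coupled RGS8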
Bim-Mcl-1 – human Bim-Mcl-1 interaction inhibition | 0.1% of 190,000 active | inhibition, % at 10 µM | Q07820 | Bead-based flow cytometry, Bim peptide-Mcl-1 binding | AID 1009;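 note: 0% = no compound tracer wells and 100% = peptide blocker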
Target sequence (Q07820 whole entry, looked up): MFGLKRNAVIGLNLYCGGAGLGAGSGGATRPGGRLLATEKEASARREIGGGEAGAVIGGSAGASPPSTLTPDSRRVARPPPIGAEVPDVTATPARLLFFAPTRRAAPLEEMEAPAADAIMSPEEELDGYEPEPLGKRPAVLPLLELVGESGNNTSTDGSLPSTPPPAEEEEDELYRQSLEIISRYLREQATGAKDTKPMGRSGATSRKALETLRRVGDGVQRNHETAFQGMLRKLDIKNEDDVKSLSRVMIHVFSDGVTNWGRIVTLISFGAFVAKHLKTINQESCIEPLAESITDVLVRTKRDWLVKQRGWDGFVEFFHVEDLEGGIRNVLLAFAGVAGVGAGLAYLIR
Bim-Bcl-XL – human Bim-Bcl-XL interaction inhibition; Q07817; Bim peptide-Bcl-XL binding, bead flow cytometry, fluorescence; inhibition, % at 10 µM; 0.04% of 190,000 active; AID 1007
Mcl1 Bid PPI – Mcl-1/Bid interaction inhibition | TR-FRET Mcl-1/Bid-Dy647 peptide binding, 1536-well | inhibition, % at 21.7 µM | 0.97% of 220,000 active | AID 1021;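 active = compounds that cut the binding signal by more than half at the single screening dose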;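 note: His-tagged Mcl-1 with europium anti-His antibody binding Bid BH3 peptide; 0% = Mcl-1 plus peptide wells and 100% = peptide-only wells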
Bim-Bcl-2 – inhibitors of Bim-Bcl-2 interaction, human; P10415; Bead-based flow cytometry, Bim peptide-Bcl-2 binding; inhibition, % at 10 µM; 0.06% of 190,000 active; AID 950; in the data active = inhibition above about 40%; inconclusive = no clear call, values can overlap the other calls;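 note: 0% = no compound wells with probe peptide and 100% = reference peptide inhibitor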
Target sequence (P10415 whole entry, looked up): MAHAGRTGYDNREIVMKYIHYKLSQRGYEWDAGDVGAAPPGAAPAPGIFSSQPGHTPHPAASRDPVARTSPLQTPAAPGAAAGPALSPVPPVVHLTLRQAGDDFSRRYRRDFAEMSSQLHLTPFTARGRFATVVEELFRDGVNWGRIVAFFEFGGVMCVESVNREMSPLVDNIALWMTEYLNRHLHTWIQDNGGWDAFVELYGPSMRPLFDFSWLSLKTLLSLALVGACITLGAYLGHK
Bcl-W Bim block – human Bim-Bcl-W interaction inhibition; Q92843; bead-based flow cytometry, Bim peptide-Bcl-W binding; inhibition, % at 10 µM; 0.02% of 190,000 active;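 note: 0% = bound tracer without compound and 100% = peptide blocker; higher means less fluorescent Bim peptide bound to Bcl-W beads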
Target sequence (Q92843 whole entry, looked up): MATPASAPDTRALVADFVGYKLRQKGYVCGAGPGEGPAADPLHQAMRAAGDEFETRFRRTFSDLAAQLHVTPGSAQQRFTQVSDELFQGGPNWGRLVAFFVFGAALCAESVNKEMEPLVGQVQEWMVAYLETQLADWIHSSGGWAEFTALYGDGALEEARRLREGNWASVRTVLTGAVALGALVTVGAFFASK
Bim-Bfl-1 – inhibitors of Bim-Bfl-1 interaction, human; Q16548; Bead-based flow cytometry, Bim-Bfl-1 binding inhibition; inhibition, % at 10 µM; 0.12% of 190,000 active; AID 1008;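 note: 0% = wells without compound plus tracer and 100% = blocker peptide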
Bim-Bcl-B – disrupts Bim peptide binding to human Bcl-B; 0.073% of 190,000 active; bead-based flow cytometry; inhibition, % at 10 µM; AID 951;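 note: 0% = tracer peptide without compound and 100% = reference inhibitor peptide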
Target sequence (Q9HD36 whole entry, looked up): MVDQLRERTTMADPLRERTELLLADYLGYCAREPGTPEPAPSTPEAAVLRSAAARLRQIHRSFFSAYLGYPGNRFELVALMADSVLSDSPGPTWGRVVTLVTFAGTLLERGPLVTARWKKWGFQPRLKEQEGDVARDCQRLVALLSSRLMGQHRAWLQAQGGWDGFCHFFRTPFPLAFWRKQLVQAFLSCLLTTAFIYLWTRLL
RGS7-Gao – regulators of human RGS7-Galphao interaction | P09471 | Multiplexed bead flow cytometry, RGS7-Galphao binding; actives lie on both sides | binding response (% of control), % at 10 µM | 0.35% of 220,000 active; in the data active = binding response below about 49% or above about 150%; inconclusive = no clear call, values can overlap the other calls; inactive = in between;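 note: fluorescent Galphao held in activated GDP-AlF4 state binding bead-coupled RGS7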
GSH fluor – compound fluoresces at 488/530 nm on GSH beads | GSH beads flow cytometry, compound fluorescence 488/530 nm; hits give high values | fluorescence (KMESF) at 10 µM | 0.25% of 190,000 active | AID 1776; in the data active = fluorescence above about 89;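 note: glutathione beads carrying GST-tagged Bcl family fusion proteins plus one bare bead set; values are compound well signal with DMSO vehicle wells as background; inactives centre near 16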
The depositor's hits bear a star; u = inconclusive; x = no result given; [ ] = remark or other dose. Cut-off read from the data, not from the text of the source, unless noted: active = inhibition above about 40%.

Molecule	RGS4-Gao reg	RGS8-Gao reg	Bim-Mcl-1	Bim-Bcl-XL	Mcl1 Bid PPI	Bim-Bcl-2	Bcl-W Bim block	Bim-Bfl-1	Bim-Bcl-B	RGS7-Gao	GSH fluor
CCC(CC)C(=O)N1CCN(c2ccccc2)CC1	102	102	0	0	5	-1	0	-1	-4	99	9
COc1cc(C(=O)OCC(=O)NC2CCS(=O)(=O)C2)ccc1OCc1c(C)noc1C (configuration not stated)	100	104	-3	-2	-63	0	-4	5	-2	154*[activator]	15
O=C(Nc1ccc(F)cc1)C(c1ccccc1)N1CCN(S(=O)(=O)c2ccc3ccccc3c2)CC1 (configuration not stated)	104	100	0	6	-20	6	0	7	5	101	9
COCCN(Cc1cc2cc(C)ccc2n2nnnc12)C(=S)Nc1ccccc1C	101	97	-4	-1	-27	2	-3	2	-10	97	18
Cc1onc(-c2ccccc2Cl)c1C(=O)N1CC(C)OC(C)C1 (configuration not stated)	101	101	-4	-8	1	-9	-2	-19	-9	102	24
O=c1[nH]c(=S)[nH]nc1Cc1ccccc1	103	100	-1	0	-16	-3	0	-1	0	100	21
OC(COc1c(F)cc(Br)cc1F)CN1CCN(c2ccc(F)cc2)CC1 (configuration not stated)	101	102	3	1	-53	3	3	2	2	102	16
O=C(NCCCN1CCOCC1)C1(c2ccccc2)CCOCC1	99	98	-3	0	-36	1	0	-2	-2	100	30
CCn1c(=O)cc(SCC(=O)NCC2CCCO2)c2ccccc21 (configuration not stated)	101	100	-2	-3	-7	0	0	0	-2	100	14
COc1cccc(C2C(=O)N(C3CCCCC3)CC(=O)N2Cc2ccc(F)cc2)c1 (configuration not stated)	100	100	-3	-5	-94	-4	-1	-3	-1	105	33
Cc1cccc(C)c1NC(=O)CSCC(=O)c1ccc(O)c(O)c1	93	97	-3	0	-56	2	-1	-1	-2	92	23
COC(=O)c1c(C)oc2ccc(N(C(=O)c3ccncc3)S(=O)(=O)c3ccc(C)cc3C)cc12	99	101	-4	-6	-1	-2	-3	-2	-3	101	8

Other entries:
Molecule	RGS4-Gao reg	RGS8-Gao reg	Bim-Mcl-1	Bim-Bcl-XL	Mcl1 Bid PPI	Bim-Bcl-2	Bcl-W Bim block	Bim-Bfl-1	Bim-Bcl-B	RGS7-Gao	GSH fluor
Cc1ccc(CCC(=O)Nc2nccs2)o1	106	100	2	-6	-121	-4	0	-8	-2	100	54
CSCCC(NS(=O)(=O)/C=C/c1ccccc1)C(=O)N1CCC(C)CC1 (configuration not stated)	91	93	-1	-3	-85	-1	-5	-2	-9	91	16
O=C(NCc1ccco1)C(=O)c1c[nH]c2ccccc12	103	102	-3	-1	-17	1	0	5	-1	u	16
CCN(CCO)C(=S)Nc1cc(S(=O)(=O)N(C)C)ccc1C	102	100	-1	-2	-43	-2	-2	-3	-4	u	16
CC(C)C(NC(=O)COc1ccccc1)C(=O)O (configuration not stated)	100	105	-1	5	6	-5	-2	-11	-7	102	55
Cc1ccc(NC(=S)N(C)N)cc1Cl	104	103	-1	-3	-34	-2	-2	-4	-7	u	16
COC(=O)CC/C(O)=C1/C(=N)CC(C)(C)CC1=O	100	101	0	4	-9	-5	1	-9	-4	101	47
COc1ccc(-c2cc(C(F)(F)F)nc(SCC(=O)N3CC(C)OC(C)C3)n2)cc1OC (configuration not stated)	97	97	-3	-1	-1	-10	0	-9	-13	101	40
CC(=O)C1=C(C)NC(C)=C(C(C)=O)C1c1cn(-c2ccccc2)nc1-c1cccs1	99	83	-5	-3	-2	-5	0	-1	-7	98	38
Cc1nc(N2CCOCC2)nc(OC(C)C)c1[N+](=O)[O-]	96	101	-2	-4	-13	-5	-4	-10	-8	103	13
Cc1nn(-c2ccccc2)c(N2CCCC2)c1/C=C1\N=C(c2ccc(F)cc2)OC1=O	100	100	-2	-1	-1	-1	0	1	-8	94	11
COc1cccc(/C=N/NC(=O)CC2C(=O)NN=C2C)c1O (configuration not stated)	99	101	2	-1	-62	-1	5	-12	-6	98	22

Molecules listed so far that contain an NH in an aromatic ring:
Molecule	RGS4-Gao reg	RGS8-Gao reg	Bim-Mcl-1	Bim-Bcl-XL	Mcl1 Bid PPI	Bim-Bcl-2	Bcl-W Bim block	Bim-Bfl-1	Bim-Bcl-B	RGS7-Gao	GSH fluor
O=c1[nH]c(=S)[nH]nc1Cc1ccccc1	103	100	-1	0	-16	-3	0	-1	0	100	21
O=C(NCc1ccco1)C(=O)c1c[nH]c2ccccc12	103	102	-3	-1	-17	1	0	5	-1	u	16

The results go on.
Molecule	RGS4-Gao reg	RGS8-Gao reg	Bim-Mcl-1	Bim-Bcl-XL	Mcl1 Bid PPI	Bim-Bcl-2	Bcl-W Bim block	Bim-Bfl-1	Bim-Bcl-B	RGS7-Gao	GSH fluor
O=c1c2ccccc2nc(-c2ccc(Cl)c(Cl)c2)n1O	102	109	-7	-1	22	-1	-1	-2	-3	99	59
COc1ccccc1N1CCN(C(=O)c2cnn3cccnc23)CC1	99	103	-5	-18	6	-14	-2	-14	-10	102	36
O=C(CCN1C(=O)C2C3C=CC(C4CC34)C2C1=O)Oc1ccc(Br)cc1 (configuration not stated)	96	97	5	0	3	0	0	-3	-2	u	14
CC(C)NC(=O)NC(=O)CSc1nncn1C	107	99	0	-1	-18	0	-3	-12	-4	99	5
Cc1ccc(Cl)cc1NC(=O)c1ccc(NC(=O)CCC(=O)O)cc1	102	101	-5	-4	18	-2	-1	0	-6	101	6
CCCCCCSc1nsc(NC(=O)CC(C)C)n1	101	103	0	-3	-2	-3	0	-2	-6	99	7
COc1ccc(/C=C(\C#N)C(=O)C(C)(C)n2cncn2)cc1	92	95	1	-1	-39	0	0	1	-1	89	14
CC(=O)NC1CC(C)(C)N(OC(C)=O)C(C)(C)C1	111	105	-3	-7	-3	-9	-2	-7	-6	133	36
CC(C)C(NS(=O)(=O)c1c(Cl)cccc1Cl)C(=O)OCC(=O)c1c[nH]c2ccccc12 (configuration not stated)	100	100	2	5	-12	4	4	3	4	100	8
Cc1sc2ncnc(NCC(C)(C)N3CCOCC3)c2c1C	107	111	-5	0	-7	-2	-3	-2	-1	105	23
COc1ccc(NS(=O)(=O)c2ccc(NC(C)=O)cc2)cc1OC	101	102	0	-6	-26	-8	2	-8	-9	102	11
N#CCC1c2ccccc2CCN1C(=O)Nc1ccc(Cl)cc1 (configuration not stated)	111	110	-7	-8	4	-11	-4	-10	-10	110	47

Following part
Molecule	RGS4-Gao reg	RGS8-Gao reg	Bim-Mcl-1	Bim-Bcl-XL	Mcl1 Bid PPI	Bim-Bcl-2	Bcl-W Bim block	Bim-Bfl-1	Bim-Bcl-B	RGS7-Gao	GSH fluor
O=C(Cc1cccs1)Nc1nnc(CCc2ccccc2)s1	92	96	2	1	0	2	5	1	4	87	23
COCCn1c(-c2ccc(Cl)cc2Cl)nc2c(c(=O)c3ccccc3n2C)c1=O	92	117	-3	-6	-1	-2	-2	-1	-8	100	7
COc1ccc(C2=NN(C(=O)c3ccc(Cl)c([N+](=O)[O-])c3)C(c3ccccc3)C2)cc1 (configuration not stated)	99	105	-2	-6	12	2	-3	0	-6	102	26
COc1ccc(Cn2nnnc2C(c2ccc(N(C)C)cc2)N2CCC(C(N)=O)CC2)cc1 (configuration not stated)	102	100	0	-3	-42	1	0	-1	-1	102	18
COC(=O)c1cccn(CC(=O)c2ccc(Cl)cc2Cl)c1=O	100	100	0	-2	-20	0	0	-3	0	99	18
O=c1[nH]n2c(=O)c3c([nH]c2c1N=Nc1ccccc1)CCC3	99	101	-2	-1	-79	13	0	0	1	91	4
Cc1n[nH]c(=O)nc1NCc1ccccc1	96	97	-7	-13	-19	-14	-8	-27	-12	94	28
CS(=O)(=O)N(CC(N)=O)c1ccc(F)c(Cl)c1	106	105	0	0	-6	-8	1	-6	-7	104	25
COc1ccc(NCc2nnc(SCC(=O)N3CCCc4ccccc43)n2C)cc1	101	101	-6	-6	-24	-11	-4	-17	-9	101	19
O=C(Nc1ccccc1N1CCOCC1)c1cccc(F)c1	107	103	-1	-1	7	-4	-1	-6	-2	102	10
CCOC(=O)C1CCN(c2c(NCc3ccc(C(=O)N(C)Cc4ccccc4)cc3)c(=O)c2=O)CC1	98	98	-3	-3	-32	0	-1	-6	-2	97	15
CC(=O)OC1COC(n2ccc3ccccc32)C(OC(C)=O)C1OC(C)=O (configuration not stated)	102	100	-2	2	-9	-2	-4	-8	-8	100	44

Continued.
Molecule	RGS4-Gao reg	RGS8-Gao reg	Bim-Mcl-1	Bim-Bcl-XL	Mcl1 Bid PPI	Bim-Bcl-2	Bcl-W Bim block	Bim-Bfl-1	Bim-Bcl-B	RGS7-Gao	GSH fluor
COc1ccccc1OCCSc1nnnn1C1CCCCC1	102	102	-4	-4	0	1	0	-2	-5	101	16
CCCn1c(-c2ccc(F)cc2)cnc1SCC(=O)O	103	99	-3	-11	-6	-8	2	-9	-10	101	40
Cc1nc(N2CCC(C)CC2)c(C#N)c(C)c1[N+](=O)[O-]	98	100	-2	-1	-21	-7	0	-6	-4	96	10
CCOC(=O)C1CCCN(c2cc(NCCCO)c([N+](=O)[O-])c3nonc23)C1 (configuration not stated)	100	99	7	-4	-18	-9	-2	-13	-5	101	11
c1ccc(-c2ccnc3nc(-n4cccc4)nn23)cc1	96	102	-5	-3	-10	-8	-1	-14	-9	99	28
Oc1cc2c(cc1O)[C@@H](c1ccccc1)CNCC2	106	95	7	7	-19	11	14	13	-7	104	16
c1ccc2[nH]c(N3CCOCC3)nc2c1	101	102	0	1	-41	-1	x	-8	-4	100	6
COc1cccc(CNc2ccc3c(c2)CCC3)c1	101	99	0	-5	0	-5	1	-9	-3	102	15

One compound at a time, as listed above. Values in the order: RGS4-Gao reg | RGS8-Gao reg | Bim-Mcl-1 | Bim-Bcl-XL | Mcl1 Bid PPI | Bim-Bcl-2 | Bcl-W Bim block | Bim-Bfl-1 | Bim-Bcl-B | RGS7-Gao | GSH fluor
COc1cccc(CNc2ccc3c(c2)CCC3)c1 in the list: 101 | 99 | 0 | -5 | 0 | -5 | 1 | -9 | -3 | 102 | 15
c1ccc(-c2ccnc3nc(-n4cccc4)nn23)cc1 in the list: 96 | 102 | -5 | -3 | -10 | -8 | -1 | -14 | -9 | 99 | 28

Molecules listed so far that contain fluorine (eight):
Molecule	RGS4-Gao reg	RGS8-Gao reg	Bim-Mcl-1	Bim-Bcl-XL	Mcl1 Bid PPI	Bim-Bcl-2	Bcl-W Bim block	Bim-Bfl-1	Bim-Bcl-B	RGS7-Gao	GSH fluor
O=C(Nc1ccc(F)cc1)C(c1ccccc1)N1CCN(S(=O)(=O)c2ccc3ccccc3c2)CC1 (configuration not stated)	104	100	0	6	-20	6	0	7	5	101	9
OC(COc1c(F)cc(Br)cc1F)CN1CCN(c2ccc(F)cc2)CC1 (configuration not stated)	101	102	3	1	-53	3	3	2	2	102	16
COc1cccc(C2C(=O)N(C3CCCCC3)CC(=O)N2Cc2ccc(F)cc2)c1 (configuration not stated)	100	100	-3	-5	-94	-4	-1	-3	-1	105	33
COc1ccc(-c2cc(C(F)(F)F)nc(SCC(=O)N3CC(C)OC(C)C3)n2)cc1OC (configuration not stated)	97	97	-3	-1	-1	-10	0	-9	-13	101	40
Cc1nn(-c2ccccc2)c(N2CCCC2)c1/C=C1\N=C(c2ccc(F)cc2)OC1=O	100	100	-2	-1	-1	-1	0	1	-8	94	11
CS(=O)(=O)N(CC(N)=O)c1ccc(F)c(Cl)c1	106	105	0	0	-6	-8	1	-6	-7	104	25
O=C(Nc1ccccc1N1CCOCC1)c1cccc(F)c1	107	103	-1	-1	7	-4	-1	-6	-2	102	10
CCCn1c(-c2ccc(F)cc2)cnc1SCC(=O)O	103	99	-3	-11	-6	-8	2	-9	-10	101	40

Source: PubChem
